# Assay outcomes: PubChem BioAssay, National Center for Advancing Translational Sciences (NCATS)
# APEX1 inh – blocks human APE1 abasic DNA cleavage. P27695. recombinant APE1, TAMRA/BHQ-2 abasic DNA cleavage fluorescence. Potency, µM (top dose mostly 65.8 µM), for inactives: at the highest dose activity change, negative = inhibition, most hits filed as inhibitors. 350,000 compounds, 0.35% hits. AID 2517;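 note: plate controls were vehicle for no effect and reference inhibitor for full effect; nearly all actives have a fitted effect of over 55% in size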
# Target sequence (P27695 whole entry, looked up): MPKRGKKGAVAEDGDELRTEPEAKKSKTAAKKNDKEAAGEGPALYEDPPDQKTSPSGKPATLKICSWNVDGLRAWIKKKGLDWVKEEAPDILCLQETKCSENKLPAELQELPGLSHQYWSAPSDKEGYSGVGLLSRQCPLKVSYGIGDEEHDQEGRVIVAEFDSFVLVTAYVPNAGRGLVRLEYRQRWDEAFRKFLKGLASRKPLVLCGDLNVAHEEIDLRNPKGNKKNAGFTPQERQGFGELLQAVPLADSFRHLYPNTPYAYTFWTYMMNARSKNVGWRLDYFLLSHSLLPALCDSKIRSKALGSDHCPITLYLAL
#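 Step 1: APE1 (0.75 nM) with compound, 15 min RT. Step 2: add 50 nM fluorophore/quencher THF duplex. Step 3: three fluorescence reads 60 s apart (525/598 nm); read 3 minus read 1 = reaction progress.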
# JMJD2A Tudor – JMJD2A Tudor domain (human) inhibition; AID 504339; AlphaScreen JMJD2A-Tudor / H3K4me3 peptide binding; Potency, µM (top dose mostly 114 µM), for inactives: top-dose activity change, negative = inhibition, hits mostly inhibitors; 390,000 compounds, 4.4% hits; note: % is set by controls: 0 for no effect and ±100 for the full control effect; nearly all actives have a fitted effect of over 50% in size
# BAZ2B block – BAZ2B (human) inhibition. AlphaScreen BAZ2B-H3K14Ac peptide displacement. Potency, µM (highest dose often 114 µM), without a hit: top-dose activity change, negative = inhibition, most hits filed as inhibitors. 360,000 compounds, 4.4% hits; note: % is set by controls: 0 for no effect and ±100 for the full control effect; nearly all actives have a fitted effect of over 60% in size
#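 Protein-peptide AlphaScreen: BAZ2B 50 nM, b-H3K14Ac 50 nM, 1x PBS pH 7.4 + 0.01% Tween-20. Preincubation 30 min RT; cpd 30 min RT (top 110 uM); beads 20 min RT, light-protected.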
# Pol iota inh – inhibitors of human DNA polymerase iota; 390,000 compounds, 1% hits; Q9UNA4; Potency, µM (top dose mostly 115 µM), inactives show at the top dose activity, negative = inhibition, hits mostly inhibitors; AID 588590; Pol iota fluorescent replication assay, 10 min
#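 Fluorescent replication assay read twice, at 0 min and 10 min after adding 50 nM (final) substrate. Enzyme (10 nM) and compounds were first incubated 15 min at room temperature; enzyme-free buffer wells were negative controls.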
# Pol eta inh – DNA polymerase eta (human) inhibition. Q9Y253. recombinant Pol eta, fluorescent DNA replication assay. Potency, µM (top dose mostly 114 µM), inactives show top-dose activity change, negative = inhibition, actives largely listed as inhibitors. 390,000 compounds, 1.2% hits; note: % is set by controls: 0 for no effect and ±100 for the full control effect
# Target sequence (Q9Y253 whole entry, looked up): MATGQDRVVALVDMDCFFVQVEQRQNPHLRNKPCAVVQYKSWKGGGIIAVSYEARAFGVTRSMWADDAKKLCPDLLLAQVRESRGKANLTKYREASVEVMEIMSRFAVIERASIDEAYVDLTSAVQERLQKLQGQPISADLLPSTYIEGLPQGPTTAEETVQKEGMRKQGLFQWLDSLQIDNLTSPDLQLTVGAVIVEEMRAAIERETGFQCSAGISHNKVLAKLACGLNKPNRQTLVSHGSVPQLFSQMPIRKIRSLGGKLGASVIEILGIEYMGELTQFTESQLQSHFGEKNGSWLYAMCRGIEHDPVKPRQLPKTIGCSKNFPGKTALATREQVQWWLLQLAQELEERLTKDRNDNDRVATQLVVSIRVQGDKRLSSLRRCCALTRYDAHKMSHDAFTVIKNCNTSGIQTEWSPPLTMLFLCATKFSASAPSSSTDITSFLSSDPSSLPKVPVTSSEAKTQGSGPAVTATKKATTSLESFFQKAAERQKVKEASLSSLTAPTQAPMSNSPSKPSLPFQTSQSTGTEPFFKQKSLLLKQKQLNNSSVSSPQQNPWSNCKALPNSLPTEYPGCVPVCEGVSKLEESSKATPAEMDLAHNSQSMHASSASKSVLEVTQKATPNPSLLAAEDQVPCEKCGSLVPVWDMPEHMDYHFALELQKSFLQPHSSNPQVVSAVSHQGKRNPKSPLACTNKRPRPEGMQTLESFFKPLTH
#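 Fluorescent replication assay: 50 nM final substrate added after a 15 min room-temperature compound preincubation with 10 nM enzyme. Signal taken at 0 min and again at 10 min.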
# POLB inh – blocks human DNA polymerase beta activity | P06746 | Pol beta primer extension/strand displacement, fluorescence kinetic | Potency, µM (top dose mostly 114 µM), inactives show at the top dose activity change, negative = inhibition, actives largely listed as inhibitors | 340,000 compounds, 1.3% hits | AID 485314; note: % is set by controls: 0 for no effect and ±100 for the full control effect
#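 Pol beta (10 nM) and compounds were preincubated 15 min at room temperature, then 50 nM substrate (final) started primer extension/strand displacement. Reads were taken at 0 and 10 min; concentration-response data were fitted to a four-parameter Hill equation.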
# G9a inh – G9a (human) methyltransferase inhibition; G9a H3K9 monomethylation, AlphaScreen, 2 h; Q96KQ7; 350,000 compounds, 8.8% hits; Potency, µM (doses to about 102 µM), for inactives: at the top dose activity, negative = inhibition, usual class: inhibitors; note: % is set by controls: 0 for no effect and ±100 for the full control effect; nearly all actives have a fitted effect of over 75% in size
#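 Methyltransferase reactions run at room temperature for 2 h (20 nM enzyme, 500 nM biotin-H3K9 peptide, 20 uM SAM) after a 15 min compound preincubation; product detected by AlphaScreen beads and anti-H3K9me1 antibody.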
# POLK inh – DNA polymerase kappa (human) inhibition. Q9UBT6. purified Pol kappa, fluorescent DNA synthesis assay, 10 min. Potency, µM (doses to about 107 µM), for the others: at the top dose activity, negative = inhibition, usual class: inhibitors. 400,000 compounds, 0.53% hits. AID 588579; note: % is set by controls: 0 for no effect and ±100 for the full control effect
#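 Inhibition of 10 nM Pol kappa is measured by a fluorescent read-out at 0 and 10 min following addition of 50 nM substrate (final), with a 15-min room-temperature compound preincubation.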
# BLM inh – inhibitors of human Bloom syndrome helicase BLM. recombinant BLM DNA unwinding, fluorescence dequenching. Potency, µM (series often up to 56.1 µM), without a hit: at the top dose activity change, negative = inhibition, most hits filed as inhibitors. 350,000 compounds, 0.2% hits;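 note: plate controls were vehicle for no effect and no enzyme for full effect; nearly all actives have a fitted effect of over 35% in size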
# The depositor's hits bear a star; ? = inconclusive; / = no result given; [ ] = dose if it differs, or a comment. Calls come from the whole dose curve; as a rule, active = well fitted curve in the direction sought with a large enough effect; inconclusive = small, poorly fitted or top-dose-only effect, or another doubt; inactive = no such curve, though single readings can be large; an effect the other way counts as inactive or inconclusive. Potency is the fitted concentration of half-maximal effect. This is a subset; the hit share may differ from the screen's.
1	Cc1c(C(=O)N2CCCCC2)c(S(=O)(=O)N2CCN(c3ccc(F)cc3)CC2)c(C)n1C
2	COc1ccc(C(=O)/C=C/Nc2ccc(S(=O)(=O)Nc3cccc(C(C)=O)c3)cc2)cc1
3	COc1ccc(Cl)cc1NC(=O)N(C)Cc1c(C)nn(C)c1C
4	COc1ccc(-c2cn3nc(N4CCC(C(=O)NCc5cccc(Cl)c5)CC4)sc3n2)cc1
5	Cc1ccc(/C(N)=N/OC(=O)N2CCOCC2)cc1
6	O=C(CNCC1CCCO1)Nc1ccc([N+](=O)[O-])cc1C(=O)Nc1ccccc1F (configuration not stated)
7	CCN(C[C@H]1N[C@@](Cc2ccccc2)(C(=O)OC)[C@H]2C(=O)N(C)C(=O)[C@@H]12)C(=O)Nc1ccc(C(F)(F)F)cc1
8	O=C(c1cc2ccccc2cc1O)N1CCCC(C(F)(F)F)C1 (configuration not stated)
Compound	1	2	3	4	5	6	7	8
APEX1 inh	40%	-5%	-2%	/	-5%	-3%	8%	8%
JMJD2A Tudor	-25%	-1%	6%	3%	-4%	0%[11.4 µM]	-22%	-15%
BAZ2B block	-28%[57.1 µM]	3%	-5%	-29%	-1%	?	/	79µM*
Pol iota inh	-3%	7%	-13%	5%	23%	45%[activator]	22%	0%
Pol eta inh	2%	-20%	-3%	-12%	3%	5%	?	1%
POLB inh	-8%	1%	-2%	0%	19%	2%	/	17%
G9a inh	-34%	?	-5%[59 µM]	5%[59 µM]	8%[59 µM]	-37%	/	/
POLK inh	-2%	-16%	-3%	0%	-2%	-5%	-8%	-11%
BLM inh	0%	2%	-1%	-2%	2%	-1%	/	-11%

# Quoted at random: 2 entries already listed
2	COc1ccc(C(=O)/C=C/Nc2ccc(S(=O)(=O)Nc3cccc(C(C)=O)c3)cc2)cc1
5	Cc1ccc(/C(N)=N/OC(=O)N2CCOCC2)cc1
Compound	2	5
APEX1 inh	-5%	-5%
JMJD2A Tudor	-1%	-4%
BAZ2B block	3%	-1%
Pol iota inh	7%	23%
Pol eta inh	-20%	3%
POLB inh	1%	19%
G9a inh	?	8%[59 µM]
POLK inh	-16%	-2%
BLM inh	2%	2%

# Further records
9	CC(=O)c1sc(NC(=O)c2cc3c(C)nn(-c4ccccc4)c3s2)nc1C
10	CC(C)=CC(=O)Nc1c(C)cc(C)cc1Cl
11	O=C1CC(C(=O)N2CCN(S(=O)(=O)c3cccc(F)c3)CC2)CN1Cc1ccccc1Cl (configuration not stated)
12	Cc1sc2nc3c(C(=O)N4CCN(c5ccccn5)CC4)cccn3c(=O)c2c1C
13	CC(C)COc1ccc(C(=O)NCC2OCCc3ccccc32)cc1 (configuration not stated)
14	CCCCN1C=C(C(=O)OCC)C(=O)CC1
15	Cc1cccc(NC(=O)c2oc3c(c2C)-c2[nH]ncc2CC3)c1C
16	CN(C)C(=O)c1ccc(-n2nc(C(F)(F)F)c3c2CCCC3)cc1
Compound	9	10	11	12	13	14	15	16
APEX1 inh	-3%	0%	13%	-2%	/	/	/	3%
JMJD2A Tudor	-4%	3%	-3%	/	11%	-24%	-15%	-3%
BAZ2B block	0%	-13%	-5%	-2%	4%	/	-22%	-2%
Pol iota inh	10%	3%	32%[activator]	/	-3%	23%	-2%	3%
Pol eta inh	-2%	-14%	-24%	/	-16%	-7%	1%	-12%
POLB inh	42%	4%	/	26%	-4%	/	-15%	15%
G9a inh	21%[2.33 µM]	26%[12.7 µM]	-10%	7%	7%[59 µM]	/	-38%[59 µM]	/
POLK inh	-9%	-3%	-2%	/	5%	-8%	-15%	-15%
BLM inh	1%	-8%	/	2%	0%	/	-3%	-3%

17	COc1ccccc1CN1CC(C(=O)NC2CCCCC2)CC1=O (configuration not stated)
18	COc1ccc(S(=O)(=O)N2CCCC2CNC(=O)C(=O)Nc2cccc(F)c2)cc1 (configuration not stated)
19	Cc1cc(C(=O)NC(C)C2CCCO2)cs1 (configuration not stated)
20	COc1ccc2c(CC(=O)N[C@@H](Cc3ccccc3)C(=O)O)cc(=O)oc2c1C
21	CCc1ccc(NC(=O)Nc2cn(C)c(=O)c3ccccc23)cc1
22	Cc1ccnc(NC(=O)Nc2ccc(Br)cc2Cl)c1
23	Nc1nonc1-n1nnc(C(=O)N/N=C/c2c(Cl)cccc2Cl)c1CSC1=NCCS1
24	Cc1ccc(NC(=O)NCC2CCN(Cc3cc(C)ccc3Cl)CC2)c(C)c1
Compound	17	18	19	20	21	22	23	24
APEX1 inh	0%	45%[activator]	-4%	53%[activator]	/	3%	14%	-3%
JMJD2A Tudor	-8%	-10%	-14%	1%	-13%	-28%	-18%	-15%
BAZ2B block	-4%	-2%	-3%	0%	-11%	-8%	9%	-8%
Pol iota inh	34%[activator]	33%[activator]	7%	32%[activator]	?	5%	-12%	15%
Pol eta inh	-7%	-2%	-12%	-9%	-5%	-18%	-9%	-19%
POLB inh	28%	/	5%	5%	-18%	9%	3%	?
G9a inh	5%[12.7 µM]	2%	8%[12.7 µM]	-3%	10µM*	-2%	66%[activator][12.7 µM]	2%
POLK inh	-3%[60.1 µM]	-3%	-6%	12%	-20%[60.1 µM]	0%	-7%	11%
BLM inh	0%	/	-2%	0%	-2%	2%	0%	-8%

# Shown as a hit in BAZ2B block, of those listed so far:
8	O=C(c1cc2ccccc2cc1O)N1CCCC(C(F)(F)F)C1 (configuration not stated)
Compound	8
APEX1 inh	8%
JMJD2A Tudor	-15%
BAZ2B block	79µM*
Pol iota inh	0%
Pol eta inh	1%
POLB inh	17%
G9a inh	/
POLK inh	-11%
BLM inh	-11%

# Continued.
25	Cc1ccc(C(=O)NCC(=O)NCC(c2cccs2)N(C)C)cc1C (configuration not stated)
26	O=C(O)CN1CCN(Cc2ccccc2F)C1=O
27	Cc1ccc(C)c(NS(=O)(=O)c2ccc(OCC(=O)NCc3ccco3)cc2)c1
28	O=c1c2ccccc2nc(SCc2ccc([N+](=O)[O-])cc2)n1-c1ccc(Cl)cc1
29	COc1ccc(N=c2cc(-c3ccc(OC)cc3)oc3ccccc23)cc1
30	O=C(NCCc1ccccc1)c1c(F)c(F)c(F)c(F)c1F
31	COc1ccc(-c2noc(N3CCC(C(=O)Nc4ccc(F)cc4F)CC3)n2)cc1
32	Cc1cccc(N2CCN(S(=O)(=O)c3ccc(-c4cnc(C5CC5)o4)cc3)CC2)c1C
Compound	25	26	27	28	29	30	31	32
APEX1 inh	29%	1%	-6%	-4%	-12%	2%	10%	/
JMJD2A Tudor	3%	-12%	7%	-19%	40µM*	-1%	-6%	-32%
BAZ2B block	/	/	-1%	?	28µM*	0%	0%	?
Pol iota inh	6%	19%	?	71%[activator]	0%	20%	29%	?
Pol eta inh	-15%	-1%	?	-14%	-14%	-15%	-18%	-13%
POLB inh	/	-1%	-26%	22%	2%	8%	7%	?
G9a inh	/	-46%	?	12%[59 µM]	14µM*	13%[59 µM]	4%	-6%[12.7 µM]
POLK inh	-19%	-7%	-12%	-10%	-13%	-1%	10%	-11%[60.1 µM]
BLM inh	/	0%	1%	7%	-11%	-1%	1%	-8%

33	CCCCCS(=O)(=O)c1oc(-c2cccs2)nc1S(=O)(=O)c1ccc(C)cc1
34	COc1ccc(OC)c(Nc2nc(NCCCN(C)C)nc(N)c2[N+](=O)[O-])c1
35	COc1cc(CCC(C)NCc2ccccc2)ccc1O (configuration not stated)
36	O=C(c1oc(=O)c2ccccc2c1-c1ccccc1)N1CCC(O)CC1
37	Cc1[nH]c(=O)[nH]c(=O)c1S(=O)(=O)N1c2ccc(F)cc2CCC1C (configuration not stated)
38	CCC1CN(C(=O)Nc2cccc(C)c2)c2cc(C)ccc2O1 (configuration not stated)
39	Brc1ccccc1CN1CCC(Cc2ccccc2)CC1
40	Cc1ccc2c(SCC(=O)NCc3ccco3)nc(-c3ccc(F)cc3)nc2c1
Compound	33	34	35	36	37	38	39	40
APEX1 inh	/	?	57%[activator]	0%	-8%	1%	4%	0%
JMJD2A Tudor	-15%	35µM*	-14%	-6%	-9%	-9%	0.79µM*	-6%
BAZ2B block	-5%	32µM*	-4%	3%	-1%	-23%	-26%	6%
Pol iota inh	24%	32µM*	25%	-10%	11%	32%[activator]	119%[activator]	1%
Pol eta inh	-17%	50µM*	-7%	-13%	-13%	-12%	5%	-10%
POLB inh	8%	35µM*	5%	-19%	-28%	-1%	4%	-4%
G9a inh	3.5µM*	45µM*	-9%	-2%	1%[12.7 µM]	49%	45µM*	-5%[59 µM]
POLK inh	-11%	?	-1%	-19%	-6%	-8%	-11%	8%
BLM inh	-6%	?	-1%	2%	-2%	-7%	-1%	-1%

# A second format for some results above:
item	Structure	APEX1 inh	JMJD2A Tudor	BAZ2B block	Pol iota inh	Pol eta inh	POLB inh	G9a inh	POLK inh	BLM inh
36	O=C(c1oc(=O)c2ccccc2c1-c1ccccc1)N1CCC(O)CC1	0%	-6%	3%	-10%	-13%	-19%	-2%	-19%	2%
34	COc1ccc(OC)c(Nc2nc(NCCCN(C)C)nc(N)c2[N+](=O)[O-])c1	?	35µM*	32µM*	32µM*	50µM*	35µM*	45µM*	?	?
39	Brc1ccccc1CN1CCC(Cc2ccccc2)CC1	4%	0.79µM*	-26%	119%[activator]	5%	4%	45µM*	-11%	-1%

# Other entries
41	NS(=O)(=O)c1ccc(CCNC(=O)CCNC(=O)c2ccco2)cc1
42	Cc1ccc(C2=NN=C(NC(=O)C(F)(F)F)SC2)cc1
43	COc1cc(C2C(C#N)=C(N)N(N(C)C)C3=C2C(=O)CC(C)(C)C3)cc(OC)c1OC (configuration not stated)
44	O=S1(=O)CC=C(CSC(=S)NC2CCS(=O)(=O)C2)C1 (configuration not stated)
45	O=c1cc(CO)oc(C(Nc2ccccn2)c2ccsc2)c1O (configuration not stated)
46	Cc1ccc(C)c(NC(=O)c2cc3c([nH]c4ccccc43)c(C)n2)c1
Compound	41	42	43	44	45	46
APEX1 inh	19%	4%	-10%	-7%	-2%	2%
JMJD2A Tudor	8%	-29%	-17%	-1%	/	-6%
BAZ2B block	4%	-2%	-6%	-11%	?	9%[57.1 µM]
Pol iota inh	44%[activator]	158%[activator]	52%[activator]	-8%	/	6%
Pol eta inh	-14%	-7%	-19%	-17%	/	-1%
POLB inh	1%	?	-2%	7%	2%	30%
G9a inh	4%	28µM*	14%[12.7 µM]	45µM*	2µM*	11%[59 µM]
POLK inh	7%	5%	0%	9%	/	-8%
BLM inh	-2%	-4%	-8%	-4%	-3%	-2%
